ALOX12 inh: Primary qHTS assay for inhibitors of human arachidonate 12S-lipoxygenase (ALOX12): Round 2; purified 12hLO, xylenol orange hydroperoxide absorbance; Potency, µM (titrated, usually from 108 µM), without a hit: at the top dose activity change, negative = inhibition, actives largely listed as inhibitors; 580,000 tested, 1.1% active; AID 1671190, 2021; further: potency means the concentration at half of the fitted maximal effect; on the % scale 0 is the no-effect control and ±100 the full control effect
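Hydroperoxide product was detected by ferrous iron/xylenol orange as the 573 to 405 nm absorbance ratio. Arachidonic acid at 40 uM (final) was turned over for 30 min at room temperature by 150 nM human 12hLO, pH 7.0 Hepes buffer, after 15 min compound preincubation.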
HP1b chromo inh: HTS for Inhibitors of HP1-beta Chromodomain Interactions with Methylated Histone Tails; Chromobox protein homolog 1 (Homo sapiens), P83916; AlphaScreen HP1-beta / biotin-H3K9me3 peptide binding; Potency, µM (series often up to 114 µM), inactives show at the top dose activity change, negative = inhibition, usual class: inhibitors; 390,000 tested, 0.56% active; further: potency means the concentration at half of the fitted maximal effect; nearly all actives have a fitted effect of over 70% in size; inactives centre near 23
Target sequence (P83916 whole entry, looked up): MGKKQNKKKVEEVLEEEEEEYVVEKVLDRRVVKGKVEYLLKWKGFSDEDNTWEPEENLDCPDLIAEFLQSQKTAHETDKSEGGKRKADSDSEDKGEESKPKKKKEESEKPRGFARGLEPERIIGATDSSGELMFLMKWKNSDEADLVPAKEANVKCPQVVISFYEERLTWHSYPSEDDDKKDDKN
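AlphaScreen: HP1-beta (50 nM) preformed 30 min with biotin-H3(1-18)K9me3 peptide (50 nM) in PBS pH 7.4, 0.01% Tween-20. Compound added for 30 min at RT, then streptavidin donor/nickel chelate acceptor beads (10 ug/mL) for 30 min.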
RGS4 inhibitor: Inhibitors of Regulator of G Protein Signaling (RGS) 4: qHTS; Potency, µM (highest dose often 114 µM), for inactives: top-dose activity change, negative = inhibition, actives largely listed as inhibitors; Transcreener GDP fluorescence polarization, RGS4-accelerated GTP hydrolysis; 390,000 tested, 0.039% active; Regulator of G-protein signaling 4 (Homo sapiens), P49798; further: potency means the concentration at half of the fitted maximal effect; on the % scale 0 is the no-effect control and ±100 the full control effect; nearly all actives have a fitted effect of over 75% in size; some results filed as inactive show a strong effect at the top dose
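MLSMR compounds (23 nl, pin-transferred) preincubated 10 min at room temperature with a 500nM (2x) first reagent, then RGS4 at 900nM (2x) plus Transcreener GDP mix added; fluorescence polarization (620/688 nm) read before and after 90 min at 30 °C.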
G9a inh: qHTS Assay for Inhibitors of Histone Lysine Methyltransferase G9a; Histone-lysine N-methyltransferase EHMT2 (Homo sapiens), Q96KQ7; G9a H3K9 monomethylation, AlphaScreen, 2 h; Potency, µM (series often up to 102 µM), without a hit: at the highest dose activity, negative = inhibition, usual class: inhibitors; 350,000 tested, 8.8% active; AID 504332, 2011; further: potency means the concentration at half of the fitted maximal effect; on the % scale 0 is the no-effect control and ±100 the full control effect; nearly all actives have a fitted effect of over 75% in size
Target sequence (Q96KQ7 913-1193 limits assumed): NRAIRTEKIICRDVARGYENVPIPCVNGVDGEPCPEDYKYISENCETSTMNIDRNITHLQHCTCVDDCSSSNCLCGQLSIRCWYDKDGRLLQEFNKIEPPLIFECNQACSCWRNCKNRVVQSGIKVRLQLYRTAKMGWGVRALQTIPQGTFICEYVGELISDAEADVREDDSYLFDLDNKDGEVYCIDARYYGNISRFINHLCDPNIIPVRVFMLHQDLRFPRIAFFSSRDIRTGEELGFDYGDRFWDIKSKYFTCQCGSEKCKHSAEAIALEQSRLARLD
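Step 1: enzyme (final 20 nM) with compound, 15 min RT. Step 2: substrate peptide 500 nM and SAM 20 uM, 2 h RT. Step 3: anti-H3K9me1 antibody and AlphaScreen beads, 10 min, then plate read.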
JMJD2A Tudor: qHTS Assay for Inhibitors of JMJD2A-Tudor Domain. Lysine-specific demethylase 4A (Homo sapiens), O75164. AlphaScreen JMJD2A-Tudor / H3K4me3 peptide binding. Potency, µM (titrated, usually from 114 µM), without a hit: at the top dose activity change, negative = inhibition, usual class: inhibitors. 390,000 tested, 4.4% active; further: potency means the concentration at half of the fitted maximal effect; on the % scale 0 is the no-effect control and ±100 the full control effect; nearly all actives have a fitted effect of over 50% in size
ERG-DNA inh: qHTS for Small Molecule Inhibitors of the ERG Ets/DNA interaction; Potency, µM (series often up to 76.9 µM), for inactives: at the top dose FP activity, negative = inhibition, actives largely listed as inhibitors; fluorescence polarization, His-ERG Ets domain / labelled DNA; Transcriptional regulator ERG (Homo sapiens), P11308; 370,000 tested, 0.028% active; active means well fitted inhibition curve with a large enough effect in the polarisation, with a control signal flat; inconclusive means small, poorly fitted or top-dose-only effect, or effect the other way, or a change in a side signal; inactive means no such curve, though single readings can be large or run the other way; the % refers to the polarisation;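 further: polarization taken with two DNA probes labelled with fluorescein and Texas red; potency means the concentration at half of the fitted maximal effect; % of control where 0% means no effect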
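His-tagged ERG Ets domain (1 uM in the protein solution; 300mM KCl, 50mM Tris-HCl, 1mM EDTA, 1mM DTT, pH 7.5) received compound, then a probe mix of 5 nM fluorescein-DNA and 100nM Texas-615-DNA. Fluorescence polarization was read for both dyes.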
GLS inh: qHTS for Inhibitors of Glutaminase (GLS). Glutaminase kidney isoform, mitochondrial (Homo sapiens), O94925. GLS enzymatic activity, qHTS titration. Potency, µM (series often up to 45.5 µM), for inactives: at the top dose activity change, negative = inhibition, actives largely listed as inhibitors. 410,000 tested, 0.21% active; further: potency means the concentration at half of the fitted maximal effect; on the % scale 0 is the no-effect control and ±100 the full control effect
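hKGA in 45 mM KH2PO4 pH 8.2, 0.02% Tween-20 with pin-transferred compounds; 1 mM L-glutamine (stock) plus glutamate oxidase/HRP/Amplex Red coupling added. Fluorescence read initially and after 30 min at RT.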
PI4K2A block: qHTS for small molecular inhibitors of PI4K2A | 420,000 tested, 0.13% active | Phosphatidylinositol 4-kinase type 2-alpha (Homo sapiens), Q9BTU6 | activity change, negative = inhibition, % at 76.9 µM | AID 1346378, 2018 | purified PI4K2A, ADP-Glo luminescence, 1 h; stronger effect = lower value; in the data active means activity change below about -50%; inconclusive means mostly about -30% to -49%;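 further: -100% = wells without enzyme as full effect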
Target sequence (Q9BTU6 whole entry, looked up): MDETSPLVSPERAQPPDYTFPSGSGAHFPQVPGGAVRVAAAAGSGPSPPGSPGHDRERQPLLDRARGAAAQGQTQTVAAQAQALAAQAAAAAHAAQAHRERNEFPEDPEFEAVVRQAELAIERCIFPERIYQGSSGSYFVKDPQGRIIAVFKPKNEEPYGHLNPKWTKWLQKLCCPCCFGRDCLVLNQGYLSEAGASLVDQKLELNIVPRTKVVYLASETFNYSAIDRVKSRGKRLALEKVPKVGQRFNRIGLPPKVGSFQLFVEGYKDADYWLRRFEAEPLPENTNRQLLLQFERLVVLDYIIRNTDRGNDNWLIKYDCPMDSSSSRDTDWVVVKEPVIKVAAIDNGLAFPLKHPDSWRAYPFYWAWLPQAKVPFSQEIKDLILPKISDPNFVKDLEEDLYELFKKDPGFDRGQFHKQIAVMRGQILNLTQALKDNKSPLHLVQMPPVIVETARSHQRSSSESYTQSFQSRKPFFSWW
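Compounds are screened against recombinant PI4K2A using PI as substrate and ATP, the latter dispensed at 300 microM. Reactions run one hour at ambient temperature before ADP-Glo detection; full inhibition defined by wells lacking enzyme.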
BAZ2B block: qHTS Assay for Inhibitors of BAZ2B; Potency, µM (top dose mostly 114 µM), inactives show at the top dose activity change, negative = inhibition, hits mostly inhibitors; AID 504333, 2011; AlphaScreen BAZ2B-H3K14Ac peptide displacement; Bromodomain adjacent to zinc finger domain protein 2B (Homo sapiens), Q9UIF8; 360,000 tested, 4.4% active; further: potency means the concentration at half of the fitted maximal effect; on the % scale 0 is the no-effect control and ±100 the full control effect; nearly all actives have a fitted effect of over 60% in size
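Compounds, titrated to a top concentration of 110 uM, were incubated 30 min at room temperature with preformed BAZ2B/acetyl-K14 H3 peptide complex (50 nM each). Proximity signal was measured by AlphaScreen after 20 min with beads.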
Active calls of the source: *; ? = inconclusive; · = no result given; & = joins results of further samples; [ ] = another dose, or the depositor's remark. Unless noted, the call rests on the fitted dose curve; in most records, active means well fitted curve in the direction sought with a large enough effect; inconclusive means small, poorly fitted or top-dose-only effect, or another doubt; inactive means no such curve, though single readings can be large; an effect the other way counts as inactive or inconclusive.

Start of the data: the first 7 compounds as a preview:
SMILES | ALOX12 inh | HP1b chromo inh | RGS4 inhibitor | G9a inh | JMJD2A Tudor | ERG-DNA inh | GLS inh | PI4K2A block | BAZ2B block
CCC(=O)Nc1nc2nc(-c3ccccc3)cc(=O)n2[nH]1 | -29% | -10% | 13% | 45µM* | ? | -2% | -6% | 0 | -29%
Cc1nn(Cc2ccccc2)c(C)c1NC(=O)Cn1nc([N+](=O)[O-])c(Cl)c1C | -17% | 28% | -8% | 10% | -19% | · | 12% | -1 | 11%
O=C(NCc1ccccc1Cl)c1ccc2ccccc2n1 | -7% | 66%[activator] | 28% | 10% | 68%[activator] | -1% | 6% | 6 | 37%
Cc1ccc2c(c1)N(C(=O)N1CCC(C(=O)NCCc3ccc(Cl)cc3)CC1)CC(C)O2 (stereo unspecified) | -2% | 49%[activator] | -22% | -21%[59 µM] | -1% | 1% | 0% | -3 | -2%
CCOC(=O)c1cc2c(s1)-c1ccccc1CC2 | 13% | 276%[activator] | -1% | 141%[activator][59 µM] | 172%[activator] | 9% | 5% | -6 | 217%[activator]
COc1ccccc1/C=N/NC(=O)c1ccccc1Cl | 9% | 2% | -2% | 1% | -18% | 8% | 3% | -3 | -12%
CSc1ccccc1OCc1cc(C(=O)N2CCCC2c2nonc2C)no1 (stereo unspecified) | -18% | 29% | -5% | 24%[0.0925 µM] | -8% | -4% | 7% | -3 | -6%

Results, from the start:
SMILES | ALOX12 inh | HP1b chromo inh | RGS4 inhibitor | G9a inh | JMJD2A Tudor | ERG-DNA inh | GLS inh | PI4K2A block | BAZ2B block
CCC(=O)Nc1nc2nc(-c3ccccc3)cc(=O)n2[nH]1 | -29% | -10% | 13% | 45µM* | ? | -2% | -6% | 0 | -29%
Cc1nn(Cc2ccccc2)c(C)c1NC(=O)Cn1nc([N+](=O)[O-])c(Cl)c1C | -17% | 28% | -8% | 10% | -19% | · | 12% | -1 | 11%
O=C(NCc1ccccc1Cl)c1ccc2ccccc2n1 | -7% | 66%[activator] | 28% | 10% | 68%[activator] | -1% | 6% | 6 | 37%
Cc1ccc2c(c1)N(C(=O)N1CCC(C(=O)NCCc3ccc(Cl)cc3)CC1)CC(C)O2 (stereo unspecified) | -2% | 49%[activator] | -22% | -21%[59 µM] | -1% | 1% | 0% | -3 | -2%
CCOC(=O)c1cc2c(s1)-c1ccccc1CC2 | 13% | 276%[activator] | -1% | 141%[activator][59 µM] | 172%[activator] | 9% | 5% | -6 | 217%[activator]
COc1ccccc1/C=N/NC(=O)c1ccccc1Cl | 9% | 2% | -2% | 1% | -18% | 8% | 3% | -3 | -12%
CSc1ccccc1OCc1cc(C(=O)N2CCCC2c2nonc2C)no1 (stereo unspecified) | -18% | 29% | -5% | 24%[0.0925 µM] | -8% | -4% | 7% | -3 | -6%
CCCc1nnc(SCC(=O)Nc2cc(C)on2)n1CCOC | -11% | 13% | 9% | ? | -12% | -5% | 0% | 6 | 2%
O=S(=O)(Nc1cccc(-n2cnnn2)c1)c1ccc(Cl)nc1 | 0% | 47%[activator] | 16% | 16% | -13% | -9% | 21% | 2 | -9%
COc1ccccc1CN1CCCC(CN(CCN(C)C)C(=O)C2CCCC2)C1 (stereo unspecified) | 0% | 5% | 7% | -7% | -6% | -2% | 3% | -1 | 4%
CCc1ccc(C(=O)COC(=O)CNC(=O)COc2ccccc2)cc1 | 0% | 6%[57 µM] | 1%&27% | -6%[59 µM] | 3%[57.1 µM] | 8% | 6% | 3 | 8%
CSc1sc(C)cc1C1C(C#N)=C(N)N(c2cccnc2)C2=C1C(=O)CCC2 (stereo unspecified) | ? | 25% | 9% | ? | -25% | · | -13% | -10 | -29%
COc1ccc(C(=O)Nc2cccc(C(=O)N3CCCCC3)c2)cc1 | 409%[activator] | 24% | -37% | 22% | 0% | -6% | -1% | -3 | -21%
C=CCNc1ncnc2sc(SC)nc12 | 0% | 39%[activator] | 3% | 6% | -4% | 0% | 1% | -3 | 3%
CCCCNC(=S)N(CCN(CC)CC)Cc1cc2cc3c(cc2[nH]c1=O)OCO3 | 14% | 3% | -1% | -39% | -16% | 15% | 1% | -2 | -23%
Cc1ccc(Cl)cc1NC(=O)c1cnn2c(C(F)F)cc(-c3ccccc3)nc12 | 0% | 46%[activator] | 4% | 0%[59 µM] | -17% | -6% | 2% | 1 | -10%
COc1ccc(NC(=O)CN2CCN(CC(=O)Nc3ccc(OC)cc3)CC2)cc1 | -3% | 45%[activator] | -9% | ? | 6% | -7% | 3% | -2 | -2%
O=C(NN=C(c1ccccc1)c1ccccc1)C(CCl)C1CCCCC1 (stereo unspecified) | -27% | 56%[activator] | 1% | 1%[0.501 µM] | -18% | -5% | 7% | -7 | 6%
CCN(Cc1ccccc1)C(=O)CN1C(=O)COc2ccc(S(=O)(=O)NC3CCCC3)cc21 | 12%&-27% | 24%&6% | 1%&8% | -8%&0%[59 µM] | -8%&-20% | -7%&4% | 0%&-1% | -2&-2 | -12%&3%
COc1cccc(C(c2sc3nc(-c4ccco4)nn3c2O)N2CCN(C)CC2)c1 (stereo unspecified) | ? | 39%[activator] | -15% | -32%[59 µM] | -4% | -1% | 13% | 4 | -12%
Cc1c(C#N)c(N=CN(C)C)c(C(=O)c2ccccc2)n1-c1ccccc1 | 0% | 19% | 37% | 15%[12.7 µM] | -13% | 6% | 0% | 13 | 6%
CCN(CC(=O)NCc1cccs1)C(=O)CCc1c[nH]c2ccccc12 | 9% | 14% | -2% | -5% | 2% | 3% | 5% | 2 | -17%
O=C(Nc1ccc(NC(=O)c2ccccc2Cl)nc1)c1ccncc1 | 4% | 3% | 6% | · | -17% | 4% | -3% | -2 | -4%
O=C(Nc1cccc(OCc2cc(=O)n3ccccc3n2)c1)Nc1cccc(C(F)(F)F)c1 | ? | 18%[57 µM] | 1% | 2%[59 µM] | -8% | -4% | -5% | 4 | 2%
COc1c(OC(C)=O)ccc(/C=C/c2ccc3ccccc3n2)c1[N+](=O)[O-] | -17% | 4% | -22% | ? | ? | 0% | 4% | 12 | ?

Additional results follow.
SMILES | ALOX12 inh | HP1b chromo inh | RGS4 inhibitor | G9a inh | JMJD2A Tudor | ERG-DNA inh | GLS inh | PI4K2A block | BAZ2B block
Cc1nn(S(=O)(=O)c2ccccc2)c(C)c1S(=O)(=O)N1CCC(C)CC1 | ? | 80%[activator] | -22%[56.9 µM] | ? | ? | -3%&-7% | -1%&7% | 5&-9 | ?
Cc1cc(C(=O)NNC(=S)NCC(C)C)no1 | -3% | 41%[activator] | -38% | 26%[59 µM] | -10% | -3% | 1% | 4 | 1%
CC1CCCCN1CCCNC(=O)c1ccc(NC(=O)C2=CSCCO2)cc1 (stereo unspecified) | -9% | 16%[57 µM] | -4% | -5% | -2% | 8% | 6% | -6 | -1%
C1CSC2(N1)C1CC3CC2CC(C1)C31NCCS1 (stereo unspecified) | ? | -6% | -32% | ? | -17% | -5% | -1% | -12 | -5%
COc1ccc(C)cc1NC(=O)C/C(C)=N/NC(=O)Cc1cccc2ccccc12 | -7% | 8% | -10% | -6% | -29% | 1% | 2% | 0 | ?
C/C(=N\O)c1ccc(Cl)c(Cl)c1 | · | 37% | -46% | 28% | 7% | 8% | 17% | -1 | 3%
Cc1ccc(Nc2cc(C)nc(-c3ccccc3O)n2)cc1 | -13% | 100%[activator] | -18% | 38% | 33% | 4% | -2% | 0 | 39%
CCCNC(=O)c1ccc2c(=O)n3c(-c4ccc(C)cc4)csc3nc2c1 | 11µM* | -25% | -16% | ? | 22µM* | -11% | 6% | -24 | 7.1µM*
CCN(CC)CCNC(=O)Nc1ccc2c(c1)N(Cc1ccccc1)C(=O)c1ccccc1S2 | ? | -20% | 2% | -12%[59 µM] | -35% | 0% | -4% | 0 | -29%
CSc1cc(C)c(OCC(=O)Nc2ccc(NC(C)=O)cc2)c(C)c1 | -2% | 37% | 7% | 4% | -10% | -9% | 1% | 5 | -2%
O=C(C1=NN[C@@H]2C(=O)N(Cc3ccccc3)C(=O)[C@H]12)c1ccc([N+](=O)[O-])cc1 | -5% | -9% | -24% | 13%[59 µM] | ? | -1% | -4% | 2 | -32%
c1ccc(OCCCn2ccnc2)cc1 | ? | 15% | 15% | · | -15% | -2% | -1% | -3 | 1%

Screens deposited in PubChem by National Center for Advancing Translational Sciences (NCATS).

A portion of the library (hit frequency here may not be typical).
